Screens (PubChem BioAssay)
CAL PDZ FP: human CAL PDZ-peptide interaction inhibition; Q9HD26; purified CAL PDZ, TMR-peptide fluorescence polarization, 1 h; inhibition, % at 20 µM; 0.02% of 330,000 active;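 active means highest replicate inhibition of at least 40%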;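 further: plate controls were DMSO neutral control wells for no effect and unlabeled competitor peptide control wells for full effect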
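Read-out basis: mP drop reported as inhibition | Assay system: Tagged CAL PDZ protein CerCALP, purified | Benchmarks: Unlabelled peptide for full inhibition, DMSO wells as neutral | Schedule: 1 h incubation at room temperature before polarization reading | Buffer or medium: Sodium phosphate/NaCl buffer pH 7.4 with TCEP, IgG, Thesit | Doses: Single point, 20 µM | Measured by: Fluorescence polarization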
Wnt bcat act: activators of Wnt/beta-catenin signaling | activation, % at 9.35 µM | Wnt/beta-catenin reporter cell assay, activator, plate reader | AID 743398 | 1.2% of 300,000 active; in the data active means activation above about 30%, passing the limit was not always enough; inconclusive means no clear call, values can overlap the other calls;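 further: 0% = neutral control wells and 100% = positive control wells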
Rtt109 Vps75: blocks Candida albicans Rtt109/Vps75 acetyltransferase activity. Q5AAJ8. purified Rtt109/Vps75, ThioGlo CoA-SH fluorescence, 4 h. inhibition, % at 34.9 µM. 0.16% of 330,000 active;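 active means inhibition of at least 50% in every replicate; inconclusive means best replicate reaches 50% inhibition but some replicates fall short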
Target sequence (Q5AAJ8 whole entry, looked up): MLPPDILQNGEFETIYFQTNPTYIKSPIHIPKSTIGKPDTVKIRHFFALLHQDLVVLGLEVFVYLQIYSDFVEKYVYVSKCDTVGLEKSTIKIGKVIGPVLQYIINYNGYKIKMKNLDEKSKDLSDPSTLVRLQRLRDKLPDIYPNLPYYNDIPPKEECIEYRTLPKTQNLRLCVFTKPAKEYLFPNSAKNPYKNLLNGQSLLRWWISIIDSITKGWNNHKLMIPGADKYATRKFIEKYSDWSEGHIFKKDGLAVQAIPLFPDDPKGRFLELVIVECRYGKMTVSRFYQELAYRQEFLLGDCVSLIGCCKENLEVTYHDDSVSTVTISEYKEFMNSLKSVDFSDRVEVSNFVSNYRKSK
PvdQ inh: P. aeruginosa PvdQ acylase inhibition. purified PvdQ acylase, fluorescence plate reader. inhibition, % at 10 µM. 0.063% of 340,000 active. AID 488965; in the data active means inhibition above about 30%, passing the limit was not always enough; inconclusive means no clear call, values can overlap the other calls;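 further: 0% = vehicle neutral wells and 100% = reference inhibitor wells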
Ecoli viability: reduces bacterial viability in AddAB counter-screen. E. coli V3065 growth, OD600 absorbance, 18 h. inhibition, % at 11.9 µM. 0.27% of 330,000 active. AID 449728;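 active means inhibition above the campaign's mean inhibition across all tested compounds plus 3 SD, cut at about 9.9% in these data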;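 further: uninfected addAB+ strain grown without phage in ampicillin broth; 0% = DMSO wells and 100% = ciprofloxacin 0.95 µg/ml wells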
Tat export inh: inhibitors of E. coli Tat protein transport | AID 488895 | 0.036% of 340,000 active | inhibition, % at 10 µM | E. coli MC4100 TorA-mCherry Tat export, fluorescence;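 active means mean replicate inhibition at least 50% and at least half of replicates individually reaching 50%; inconclusive means only one of the two criteria met; inactive means neither criterion met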;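 further: exported cargo escapes ClpAP degradation while cytoplasmic cargo is degraded and loses fluorescence; 0% = median of neutral control wells and 100% = median of NaSCN control wells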
phage Ecoli inh: E. coli growth loss with phage present. growth absorbance. inhibition, % at 11.9 µM. 0.26% of 360,000 active; in the data active means inhibition above about 11%
PfHsp90 set2: inhibits growth of yeast expressing Plasmodium falciparum Hsp90 | S. cerevisiae expressing PfHsp90, BacTiter-Glo ATP, 48 h; yeast lacking PDR1 and PDR3 efflux regulators | inhibition, % at 9.4 µM | 0.32% of 310,000 active;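 active means every replicate shows inhibition above about 80%, whatever the replicate mean, limit read from the data; inconclusive means mean inhibition reaches the set limit but some replicate falls short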;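 further: 0% = DMSO neutral controls and 100% = 20 µM radicicol positive controls; yeast relying on Plasmodium falciparum Hsp90 in place of its own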
AddAB inh: less growth of phage-infected E. coli with AddAB | E. coli expressing H. pylori AddAB, absorbance growth | inhibition, % at 11.9 µM | 0.29% of 330,000 active; in the data active means inhibition above about 12%;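 further: 0% = vehicle wells of infected cells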
DAGLB inh: blocks human DAGLB lipase activity; inhibition, % at 5.17 µM; Q8NCG7; HEK293T DAGLB membrane lysate, EnzChek fluorogenic substrate; 0.059% of 340,000 active; in the data active means inhibition above about 34%;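 further: 0% = enzyme with vehicle and 100% = wells lacking enzyme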
Target sequence (Q8NCG7 whole entry, looked up): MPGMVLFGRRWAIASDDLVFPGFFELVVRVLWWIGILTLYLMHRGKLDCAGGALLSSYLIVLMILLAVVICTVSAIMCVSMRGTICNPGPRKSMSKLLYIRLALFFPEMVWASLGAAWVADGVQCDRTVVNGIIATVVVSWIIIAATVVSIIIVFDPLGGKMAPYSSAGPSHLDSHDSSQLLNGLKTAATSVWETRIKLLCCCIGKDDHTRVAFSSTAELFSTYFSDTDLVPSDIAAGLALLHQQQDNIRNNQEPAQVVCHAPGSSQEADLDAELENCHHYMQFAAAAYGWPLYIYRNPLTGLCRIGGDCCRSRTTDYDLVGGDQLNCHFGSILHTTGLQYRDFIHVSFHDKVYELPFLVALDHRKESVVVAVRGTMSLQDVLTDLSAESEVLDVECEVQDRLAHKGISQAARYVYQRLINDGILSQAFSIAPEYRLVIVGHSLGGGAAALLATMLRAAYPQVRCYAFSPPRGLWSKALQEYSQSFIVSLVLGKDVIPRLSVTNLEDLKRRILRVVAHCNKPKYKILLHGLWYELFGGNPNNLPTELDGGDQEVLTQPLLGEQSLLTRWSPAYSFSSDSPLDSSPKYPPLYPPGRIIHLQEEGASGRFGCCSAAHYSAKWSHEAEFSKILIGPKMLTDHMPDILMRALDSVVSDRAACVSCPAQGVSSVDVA
* marks the source's active call; other numbers are inactive results; u = inconclusive; x = no result given.

SMILES	CAL PDZ FP	Wnt bcat act	Rtt109 Vps75	PvdQ inh	Ecoli viability	Tat export inh	phage Ecoli inh	PfHsp90 set2	AddAB inh	DAGLB inh
Cn1c(=O)n(C)c2cc(NC(=O)COc3ccc(F)cc3)ccc21	-1.8	0	-3	-9	-0.7	-6	1.1	-8	1.3	0
CC(=O)Nc1ccc(NC(=O)C(C)OC(=O)c2ccc(S(=O)(=O)N3CCCCC3)cc2)cc1 (stereo not given)	-0.1	-8	6	1	-1.2	5	2.4	-5	-0.8	5
CCOc1ccccc1OCC(=O)Nc1cc2c(cc1C(=O)O)OCCCO2	-0.4	2	-1	-2	-1.0	-1	-0.4	-53	3.2	1
CC1=NN(S(=O)(=O)c2ccc(C)cc2)C(=O)c2ccccc2O1	-3.4	0	-11	-9	3.3	7	1.9	-2	3.5	1
CCCCNC(=O)C1CCC(CNS(=O)(=O)c2c(C)cc(C)cc2C)CC1 (stereo not given)	x	-3	2	-14	-3.3	0	2.1	4	0.7	-1
CC1=C(C)/C(=N/OC(=O)c2cccc([N+](=O)[O-])c2)C=CC1=O	-1.3	x	-10	-3	-3.1	10	x	x	1.7	-1
CN(C(=O)c1ccc(C#N)cc1)c1nnc(-c2ccccn2)s1	0.0	x	3	-7	x	-7	1.8	0	x	2
O=C(Nc1cccnc1)c1ccc(CN2CCc3ccccc3C2)cc1	0.0	1	2	3	-0.4	4	2.8	x	3.6	-3
C/C(=N\NC(=O)c1cccc([N+](=O)[O-])c1)c1ccco1	-0.6	0	10	-1	-1.6	-10	2.6	3	-1.7	-1
Cc1ccc(Sc2nnc(Cc3ccccc3)c3ccccc23)cc1	-3.0	x	10	-10	1.0	6	3.7	x	2.1	-10
CC(=O)c1cc(C#N)c(N2CCCC2)nc1C	-2.4	-2	11	-3	1.0	1	5.4	16	5.2	-2
Cc1cc(NC(=O)CCC(=O)N(CC(=O)NC2CCCC2)c2cccc(F)c2)no1	-0.7	1	-4	-9	0.1	-5	-0.1	19	3.7	0
Cc1cc(C)cc(NS(=O)(=O)c2ccc(-c3cnc(C4CC4)o3)cc2)c1	-2.5	-9	-1	-8	-1.2	17	2.5	-3	3.7	-7
Cc1ccc(-n2c(=O)[nH]cc(C(=O)Nc3ccc4c(c3)OCCO4)c2=O)cc1C	-1.8	x	-2	-7	-1.4	-3	0.6	-34	-1.3	4
COc1ccc2c(c1)CCc1cc(C(=O)N3CCN(c4ccc(N5CCOCC5)nn4)CC3)sc1-2	0.1	x	3	-1	-6.3	4	x	-17	-0.5	4
COC(=O)COc1ccc(S(=O)(=O)NCCC2=CCCCC2)cc1Cl	0.3	x	2	-7	-1.4	2	1.3	-10	-1.1	3
O=C(OCC(=O)C12CC3CC(CC(C3)C1)C2)c1cccnc1	-0.2	-11	5	-6	0.0	-2	4.2	-20	1.5	-3
O=S(=O)(CCc1nnc(-c2ccccc2)o1)c1ccc2ccccc2c1	1.5	x	-2	-15	-0.6	-12	2.5	-10	1.8	-9
O=C(NCCCN1CCOCC1)c1ccc(Br)s1	-0.3	-2	9	-17	-0.4	6	3.4	x	-1.9	-4
CC(Cc1ccccc1)NC(=O)CC(c1ccccc1)c1ccccc1O (stereo not given)	-0.1	-1	-3	0	-1.2	-7	1.8	-12	-0.7	-7
Cc1ccc(C(=O)N/N=C/c2c[nH]c3ccccc23)o1	-1.8	4	-4	-4	0.3	2	1.5	39	0.5	-1
COc1ccc(N(CCOc2ccccc2)S(=O)(=O)c2ccccc2)cc1	0.2	0	-1	-6	-1.6	0	2.2	4	-0.9	-7
O=C1C=C(NCc2ccc(Cl)c(Cl)c2)CC1	-1.3	x	2	-12	1.4	u	2.4	14	-0.6	2
CC(C)(C)NC(=O)CN(c1cccc([N+](=O)[O-])c1)S(=O)(=O)c1ccccc1	0.6	-1	-5	-11	-1.2	-3	4.2	-25	1.6	x
COc1c(C)cc(C(=O)C2CCCN(C(=O)c3csc(C)n3)C2)cc1C (stereo not given)	0.3	0	23	-14	0.4	1	1.3	-21	3.4	-2
CNCC(O)COc1ccccc1 (stereo not given)	-0.9	1	4	-14	-0.6	-6	1.4	x	2.3	0
Cc1ccc(N(Cc2cc(=O)[nH]c3ccccc23)C(=O)c2ccco2)cc1	-1.6	x	22	-1	-1.4	-4	-0.6	-31	-1.3	2
CC(C)n1c(/C=C/[C@@H](O)C[C@@H](O)CC(=O)O)c(-c2ccc(F)cc2)c2ccccc21	-0.8	-1	-2	-5	0.1	-3	3.3	30	-1.3	7
C[C@H](NC(=O)C1CCN(S(=O)(=O)c2ccccc2)CC1)C(=O)NCc1ccc(F)cc1	-0.2	-3	9	7	-0.7	-3	2.2	13	2.2	-1
Cc1ccc2c(c1)C(c1ccc(F)cc1)N(C(=O)c1cc3ccccc3oc1=O)CC(=O)N2 (stereo not given)	-0.9	-1	19	-6	2.5	2	2.5	-13	1.5	7
CCC(C)C1C(C#N)=C(N)Oc2n[nH]c(C)c21 (stereo not given)	0.1	-3	-5	-11	-2.2	1	3.3	17	-0.8	3
COc1cccc(CN2CCN(Cc3[nH]c4ccccc4c3C)CC2CCO)c1 (stereo not given)	-2.6	-2	x	-16	-0.8	13	5.3	-10	0.0	1
CCCCN1CC(CO)Oc2cccc(F)c2S1(=O)=O (stereo not given)	-1.0	-1	-1	-19	x	4	2.3	1	x	-3
CCOC(=O)c1cn(CC(=O)Nc2ccccc2C(=O)OCC)nn1	-1.2	2	x	12	-1.4	-3	0.9	x	3.6	-1
C[n+]1cc(C(=O)N2CCCCC2)ccc1/C=C/c1c[nH]c2ccccc12	0.1	-2	6	0	-2.4	7	1.6	-17	-0.3	-20
Cc1cc(OCC(=O)N2CCN(c3ccccn3)CC2)cc(C)c1Br	-0.9	-2	16	-2	0.4	12	2.2	-11	0.6	-11
Cc1ccc(N2CC(C(=O)OCC(=O)c3c(N)n(CC(C)C)c(=O)n(C)c3=O)CC2=O)cc1 (stereo not given)	-1.4	19	-6	-4	1.0	2	0.3	x	-1.5	1
CC1CCN(CCOc2cc(Cl)ccc2Cl)CC1	0.3	-1	-2	-9	-1.2	-1	3.7	x	-0.1	-1
COc1ccccc1NC(=O)CSc1ccc2nnc(CCNC(=O)c3ccccc3)n2n1	-3.3	-1	8	9	-0.9	-10	0.6	24	4.2	-2
COc1ccc(C)cc1NC(=O)CSc1nc(=O)n(CCCN2CCOCC2)c2c1CCCC2	-0.7	2	1	-13	1.5	1	4.8	-20	-1.0	-1
COc1ccc(OC)c(S(=O)(=O)N2CCCCCC2)c1	-0.5	x	15	1	-2.5	4	0.5	x	1.1	0
CCOC(=O)C1C(=O)N(O)CC1c1cccc(Oc2ccccc2)c1 (stereo not given)	-1.7	-1	49	-12	0.6	-2	2.5	-8	0.4	-1
CN1CCN(c2ccc(Cl)cc2NC(=O)CCN2C(=O)c3ccccc3C2=O)CC1	-2.0	0	-7	-3	1.5	-1	-0.2	-11	3.6	-2
Cc1cc(C)cc(N2CC(C(=O)O)CC2=O)c1 (stereo not given)	0.3	x	-5	-24	-2.6	-10	0.6	-49	2.7	-1
CC(=O)NC(=S)Nc1ccccc1N1CCCCC1	-0.9	0	x	-11	-1.7	-8	3.2	-22	0.0	-2
O=C(COC(=O)c1cc(=O)[nH]c2ccccc12)Nc1nc(-c2ccccc2)cs1	-1.0	14	-4	-7	0.2	-4	-0.1	-4	0.5	3
CN(C)C(=O)CCc1ccc2c3c([nH]c2c1)[C@]1(C)[C@@H](C(=O)N2CCCCC2)C[C@H](CC(=O)NC(C)(C)C)C(=O)N1CC3	1.7	-4	2	4	0.5	6	2.0	3	2.3	-2
CC1CCN(CCCNC(=O)C2CCN(S(=O)(=O)N3CCC4(CC3)OCCO4)CC2)CC1	-0.4	1	-9	-6	-0.5	4	0.6	6	2.4	1
CC1CCN(C(=O)c2ccc(-n3cnnn3)cc2)CC1	x	0	6	-5	0.9	-4	2.9	6	2.8	4
COCCCn1c(=O)/c(=C\c2ccc(OC(F)F)c(OC)c2)s/c1=C(/C#N)C(N)=O	-0.6	10	-38	-5	-0.6	-7	1.4	-16	-1.4	-4
Cc1ccc(S(=O)(=O)N2CCOCC2)cc1NC(=O)COc1cccc(-n2cnnn2)c1	0.3	-3	-3	-9	-1.2	0	5.5	10	-0.6	0
COc1ccc(NC(=S)N(CCCN2CCOCC2)C(C)c2cc3cccc(OC)c3o2)cc1 (stereo not given)	-3.4	0	9	0	-1.7	0	3.0	24	0.2	-1
O=C(CSc1ccc2nnc(-c3ccccc3)n2n1)NCc1ccco1	-2.3	x	-8	-7	4.3	5	1.3	-20	0.6	0
COC(=O)c1ccccc1NC(=S)NC(=O)c1ccc(C)cc1	-0.5	-2	2	-5	0.1	-3	2.4	4	-1.6	-8
COc1ccc(OCC(=O)Nc2ccc(C)c(S(=O)(=O)N(C)C)c2)cc1	-0.9	-1	19	9	-1.6	-4	4.8	0	0.8	x
O=C(CC1Sc2ccccc2NC1=O)NNc1ccc(Cl)cc1Cl (stereo not given)	0.2	-4	11	3	x	-2	3.9	6	x	-3
O=C(O)CCC(NS(=O)(=O)c1ccc(-c2ccccc2)cc1)C(=O)O (stereo not given)	x	-2	-3	10	1.6	-1	3.4	x	2.1	0
COCC(=O)N(Cc1cc2cc(C)ccc2[nH]c1=O)c1ccc(C)c(C)c1	-1.5	1	-5	-11	-0.4	0	-1.4	8	-0.3	5
O=C(Nc1ccc(F)cc1F)NC1CC(=O)N(Cc2ccccc2)C1 (stereo not given)	0.4	x	20	7	0.0	-3	2.5	-5	3.5	1

Part of the list above, set out differently.
Fields – CAL PDZ FP, Wnt bcat act, Rtt109 Vps75, PvdQ inh, Ecoli viability, Tat export inh, phage Ecoli inh, PfHsp90 set2, AddAB inh, DAGLB inh
O=C(Nc1ccc(F)cc1F)NC1CC(=O)N(Cc2ccccc2)C1 (stereo not given)
 : 0.4, x, 20, 7, 0.0, -3, 2.5, -5, 3.5, 1
COCC(=O)N(Cc1cc2cc(C)ccc2[nH]c1=O)c1ccc(C)c(C)c1
 : -1.5, 1, -5, -11, -0.4, 0, -1.4, 8, -0.3, 5
COc1ccc(NC(=S)N(CCCN2CCOCC2)C(C)c2cc3cccc(OC)c3o2)cc1 (stereo not given)
 : -3.4, 0, 9, 0, -1.7, 0, 3.0, 24, 0.2, -1
COC(=O)c1ccccc1NC(=S)NC(=O)c1ccc(C)cc1
 : -0.5, -2, 2, -5, 0.1, -3, 2.4, 4, -1.6, -8
COc1ccc(OCC(=O)Nc2ccc(C)c(S(=O)(=O)N(C)C)c2)cc1
 : -0.9, -1, 19, 9, -1.6, -4, 4.8, 0, 0.8, x
O=C(COC(=O)c1cc(=O)[nH]c2ccccc12)Nc1nc(-c2ccccc2)cs1
 : -1.0, 14, -4, -7, 0.2, -4, -0.1, -4, 0.5, 3
O=C(CC1Sc2ccccc2NC1=O)NNc1ccc(Cl)cc1Cl (stereo not given)
 : 0.2, -4, 11, 3, x, -2, 3.9, 6, x, -3
